S1P4 antag – blocks the human S1P4 receptor; S1P4-expressing cells, antagonist mode, reporter read-out; inhibition, % at 4.98 µM; 0.26% of 220,000 active; AID 1510; in the data active = inhibition above about 29%;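 note: 0% = wells stimulated with agonist and 100% = vehicle wells without agonist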
Target sequence (O95977 whole entry, looked up): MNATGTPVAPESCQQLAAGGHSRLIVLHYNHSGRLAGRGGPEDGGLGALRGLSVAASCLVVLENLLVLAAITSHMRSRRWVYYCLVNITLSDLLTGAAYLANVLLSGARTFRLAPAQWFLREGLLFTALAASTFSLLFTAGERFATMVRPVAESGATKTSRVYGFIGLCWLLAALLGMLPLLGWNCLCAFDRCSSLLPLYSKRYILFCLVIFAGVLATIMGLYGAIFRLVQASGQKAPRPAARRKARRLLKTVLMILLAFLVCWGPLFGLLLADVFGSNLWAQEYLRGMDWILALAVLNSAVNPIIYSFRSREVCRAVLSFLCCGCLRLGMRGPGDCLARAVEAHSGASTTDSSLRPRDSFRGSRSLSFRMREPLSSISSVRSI
Ba/F3 V617F tox – lowers viability of Ba/F3 cells expressing EpoR and JAK2V617F. ATP luminescence. inhibition, % at 5.6 µM. 1.1% of 220,000 active. AID 1446;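 active = inhibition above the campaign mean plus 3 SD over all tested compounds, cut at about 24% in these data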;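 note: cytokine-independent growth of Ba/F3 cells driven by EpoR plus mutant JAK2; 0% = DMSO-treated cells and 100% = JAK inhibitor I control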
NPY Y1 blocker – NPY-Y1 (human) receptor antagonism; P25929; HEK293-CNG Y1 cells, membrane potential fluorescence; NPY at EC95, then isoproterenol; inhibition, % at 3.6 µM; 1% of 200,000 active; AID 1040;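 active = inhibition above the campaign mean inhibition of all tested compounds plus 3 SD, cut at about 20% in these data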;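 note: 0% = DMSO wells given NPY plus isoproterenol and 100% = isoproterenol alone without NPY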
Target sequence (P25929 whole entry, looked up): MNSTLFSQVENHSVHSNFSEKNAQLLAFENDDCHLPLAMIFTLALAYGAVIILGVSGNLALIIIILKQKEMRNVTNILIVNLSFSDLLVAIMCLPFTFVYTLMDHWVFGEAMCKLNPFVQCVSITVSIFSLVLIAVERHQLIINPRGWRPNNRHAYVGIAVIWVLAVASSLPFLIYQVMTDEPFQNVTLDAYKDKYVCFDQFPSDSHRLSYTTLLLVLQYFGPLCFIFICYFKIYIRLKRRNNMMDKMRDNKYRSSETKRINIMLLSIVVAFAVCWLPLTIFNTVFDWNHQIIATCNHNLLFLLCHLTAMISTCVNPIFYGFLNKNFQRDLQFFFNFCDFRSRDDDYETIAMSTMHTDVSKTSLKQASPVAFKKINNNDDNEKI
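Assay system: HEK293 Y1/CNG channel cell line; Doses: single compound dose of 3.6 µM, 0.4% DMSO; Timing: dye 3 h, compound 60 min room temperature, stimulation 45 min; Technique: Membrane-potential fluorescent dye readout; Measure: % inhibition of NPY effect.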
CHOP inhibitor – blocks CHOP induction under ER stress; CHO-K1 CHOP-promoter luciferase, tunicamycin-induced, 15-18 h; inhibition, % at 10 µM; 3.8% of 220,000 active; AID 2732;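 active = compounds that reduced the stress-induced luciferase reporter signal by more than about 70% of percent inhibition, limit read from the data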;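 note: 0% = tunicamycin plus vehicle and 100% = wells without tunicamycin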
NPY-Y1 PAM-ag – human NPY-Y1 potentiation or agonism, primary screen; P25929; NPY-Y1 expressing cells, potentiator/agonist activation; activation, % at 3.6 µM; 0.37% of 220,000 active; in the data active = activation above about 33%, passing the limit was not always enough;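 note: cells stimulated with NPY at EC10 then isoproterenol at EC100; 0% = low agonist plus stimulus and 100% = saturating agonist plus stimulus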
NPY2 pot ag – potentiates or activates human NPY-Y2 receptor. 0.45% of 220,000 active. cells expressing NPY-Y2, potentiator/agonist read-out. activation, % at 3.6 µM. AID 1359. P49146; in the data active = activation above about 27%;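 note: cells stimulated with NPY near EC25 plus isoproterenol at EC100; 0% = vehicle plus submaximal agonist and 100% = vehicle plus saturating agonist; some results beyond the cut were filed as inactive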
NCF1 inh – blocks human p47phox regulatory protein of NADPH oxidases; P14598; p47phox/p22phox peptide binding, fluorescence polarization, 2 h; inhibition, % at 24.7 µM; 0.53% of 220,000 active; AID 1274;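 active = inhibition above about 30%, limit read from the data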;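 note: 0% = p47phox with labelled peptide and 100% = labelled peptide alone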
S1P4 ag – agonists of human S1P4 receptor; O95977; S1P4-expressing cell line, agonist reporter assay; activation, % at 4.98 µM; 0.35% of 220,000 active; AID 1509; in the data active = activation above about 11%;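 note: 0% = DMSO vehicle and 100% = reference agonist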
BaF3 tox – reduces parental Ba/F3 cell viability, JAK2V617F counter-screen; inhibition, % at 5.6 µM; CellTiter-Glo ATP luminescence; AID 1486; 1.1% of 220,000 active;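 active = inhibition above a per-campaign cutoff, the mean inhibition of all tested compounds plus 3 SD, cut at about 27% in these data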;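 note: 0% = DMSO wells and 100% = JAK Inhibitor I control wells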
* marks the source's active call; other numbers are inactive results; x = no result given.

SMILES | S1P4 antag | Ba/F3 V617F tox | NPY Y1 blocker | CHOP inhibitor | NPY-Y1 PAM-ag | NPY2 pot ag | NCF1 inh | S1P4 ag | BaF3 tox
Cc1ccc(NC(=O)c2ccc(OC(=O)COc3cccc(Cl)c3)cc2)cc1 | 8 | 1 | 8 | -6 | 0 | -11 | -22 | 0.3 | 7
CCCS(=O)(=O)Nc1cccc(-c2ccc3nnc(C)n3n2)c1 | -16 | 1 | 3 | -16 | 6 | -1 | 4 | -0.3 | 7
O=C(CCCCCn1c(=S)[nH]c2ccc(N3CCOCC3)cc2c1=O)NCCc1ccccc1 | -35 | 0 | 6 | 49 | -16 | -2 | -22 | 0.3 | 7
COc1ccc(C(=O)N/C(=C\c2ccc([N+](=O)[O-])cc2)C(=O)NC(CCSC)C(=O)O)cc1 (stereo not given) | -12 | 1 | 7 | 1 | 3 | 0 | -7 | 0.2 | 8
FC(F)(F)c1nc(N2CCN(c3ccccc3)CC2)nc2c1CCCCC2 | 0 | 0 | -9 | 3 | -1 | 4 | -7 | 0.8 | 6
CCOc1ccc(C(=O)NC(=S)N(Cc2ccccc2)Cc2ccccc2)cc1 | 11 | 7 | 10 | 0 | -16 | -21 | -19 | -0.2 | 10
CCOC(=O)c1ccc(NC(=O)CN2C(=O)CSC2=O)cc1 | -15 | -1 | 1 | 6 | 7 | -8 | -12 | 1.0 | 3
Nc1nc(Nc2cccc(Cl)c2)n[nH]1 | 7 | 0 | x | -2 | 16 | -6 | -9 | 1.6 | -6
Cc1nc2ccc(NC(=O)CCS(=O)(=O)c3ccc(Cl)cc3)cc2s1 | 2 | 3 | -1 | 34 | -14 | 13 | -3 | -0.6 | 5
CN(C)C(=S)NC1CCS(=O)(=O)C1 (stereo not given) | -11 | 0 | -5 | -14 | -7 | 11 | 7 | -0.9 | 1
CCOC(=O)c1ccc(NC(=O)CN(C)S(=O)(=O)c2ccc(OC)cc2)cc1 | -7 | -2 | 1 | 5 | -23 | -7 | 5 | 1.6 | 2
CN(C(=O)Cn1nnc(-c2cccnc2)n1)C1CCCCC1 | -4 | -1 | x | 0 | 2 | 2 | -3 | 0.2 | -4
COc1cc2c(cc1OC)C(c1cccc(C)c1)CC(=O)N2 (stereo not given) | 8 | 2 | 3 | 6 | 7 | -14 | -1 | -1.3 | 13
O=C(CCC1CCCC1)NCc1cccs1 | -8 | -1 | -2 | -8 | 7 | 0 | -6 | 0.0 | -3
COc1ccc(NC(=O)c2ccc(-c3ccc(C)c4ccccc34)o2)cc1 | -2 | -3 | 5 | -2 | -39 | -15 | -35 | 0.5 | 3
COc1ccc(N(CC(=O)N2CCc3ccccc3C2)S(=O)(=O)c2c(C)nn(C)c2C)cc1 | -3 | -1 | 3 | 6 | -3 | 4 | -12 | 1.5 | 0
Nc1cc(=O)[nH]c(SCC(=O)Nc2ccccc2Sc2ccc(Cl)cc2)n1 | 1 | 1 | -1 | 5 | 14 | -7 | -15 | -0.3 | 6
CCn1c(/C=C/c2ccc([N+](=O)[O-])o2)nc2ccccc2c1=O | -1 | 41* | 10 | 5 | -8 | 5 | -40 | 0.6 | 11
O=C(COC(=O)CSCC(=O)N1CCCCC1)Nc1ccc(Cl)cc1 | -15 | -3 | -1 | -3 | 10 | 13 | -8 | 1.1 | 1
CCC(C)NC(=O)CSc1nc2ccccc2c(=O)n1CCCC(=O)NCC1CCCO1 (stereo not given) | -2 | -2 | -1 | -15 | -21 | -6 | -10 | 1.1 | 7
Cc1c(-c2ccccc2)oc2c(C(=O)OCC(=O)Nc3ccc(F)cc3)cccc2c1=O | -6 | -3 | 1 | 19 | -31 | 0 | -7 | -0.6 | 2
COc1ccc(C2CC23N=C(c2ccccc2)OC3=O)cc1 (stereo not given) | -33 | 5 | 4 | -7 | -6 | 1 | 3 | 5.1 | 1
O=C(Nc1ccc(S(=O)(=O)N2CCCCC2)cc1)c1ccncc1 | -21 | 3 | 1 | 23 | 15 | 12 | -7 | 1.6 | 4
CCOC(=O)C1CCCCN1C(=O)CCc1c(C)nc2cc(-c3ccccc3)nn2c1C (stereo not given) | -16 | -1 | -1 | 73* | -6 | 0 | -3 | -0.3 | 3
O=C(Nc1nc(=O)c2ccccc2s1)c1ccccc1 | 36* | 29* | -6 | 7 | -5 | 1 | -14 | -1.2 | 15
CNc1ccc(/C=C2\COc3ccccc3C2=O)cc1[N+](=O)[O-] | 3 | -1 | -3 | -56 | 14 | 2 | -41 | -1.0 | 4
COCCn1nnnc1C(c1ccc2ncccc2c1)N1CCN(c2ccccc2F)CC1 (stereo not given) | -8 | -2 | 0 | 15 | -3 | 3 | 1 | -0.1 | -2
O=C(CCN1C(=O)c2ccccc2C1=O)C1=NN[C@@H]2C(=O)N(c3ccc4c(c3)OCO4)C(=O)[C@H]12 | 1 | -4 | x | 4 | -5 | -4 | -8 | 0.1 | 3
COC(=O)c1sc(NC(=O)CSc2nnc(C(C)C)n2C)nc1C | -12 | 3 | -3 | 51 | 12 | -3 | -2 | 0.6 | 4
CCOC(=O)N1CCC(NC(=O)CNS(=O)(=O)c2ccc(Br)s2)CC1 | -5 | -2 | 11 | 22 | 2 | 17 | -14 | 2.1 | 2
COc1cc(/C=C/C(=O)Nc2nnc(CC(C)(C)C)s2)cc(OC)c1OC | -9 | -1 | 3 | 90* | 11 | 6 | 0 | -0.1 | -2
CCCCc1[nH]nc2c1C1(C(=O)N(CC)c3ccccc31)C(C#N)=C(N)O2 (stereo not given) | 12 | -2 | 6 | 13 | 20 | 29 | -30 | -0.5 | 3
COc1cc(CNn2c(C)n[nH]c2=S)cc(Cl)c1OCc1ccc(F)cc1 | -13 | 1 | 5 | 59 | 3 | 1 | -33 | 1.0 | 8
COc1ccc(C(=O)Nc2ccccc2C(=O)N/N=C/c2ccccn2)cc1OC | -7 | -1 | x | 51 | 2 | -9 | -5 | 0.6 | 0
CCC/C(O)=C1\C(=O)CC(c2ccccc2)CC1=NC(C)C(=O)O (stereo not given) | -4 | -1 | 7 | 18 | -2 | -1 | 1 | -0.3 | 5
COc1ccc(C(=O)O/N=C(\C)c2cnccn2)cc1 | -7 | 4 | 0 | 18 | -4 | 0 | -3 | -1.9 | 6
O=C(CCSCc1ccc(Cl)cc1)NCc1cccs1 | 8 | 3 | 7 | 3 | -11 | -3 | -9 | 0.6 | 5
CC(=O)c1ccc(NC(=O)Cn2c3ccccc3c3nc(=O)cc(C)n32)cc1 | 3 | -3 | x | 26 | 13 | -9 | -10 | 0.7 | -2
COC(=O)c1ccc(COc2ccc3c4c(c(=O)oc3c2)CCC4)o1 | -22 | 3 | -3 | 29 | -30 | 3 | -88 | 0.9 | 5
O=[N+]([O-])c1ccc(N2CCN(c3ccc(Cl)nn3)CC2)cc1NC1CC1 | 2 | 4 | 3 | x | -25 | -13 | x | 1.1 | 5
CCC(=O)N(Cc1ccc(C)cc1)Cc1cc2cc3c(cc2[nH]c1=O)OCO3 | -9 | 1 | 2 | 43 | 6 | 1 | -19 | 2.1 | 5
O=S(=O)(c1ccccc1)C1(S(=O)(=O)c2ccccc2)CCCC1 | -30 | 2 | 1 | 22 | -15 | -3 | -8 | 0.7 | 4
COc1ccc(C2=NN(C(=O)CSc3nc4ncc(Cl)cc4[nH]3)C(c3ccco3)C2)cc1 (stereo not given) | -21 | -1 | 2 | 44 | 3 | -1 | -105 | -0.2 | 5
COc1ccccc1Oc1ccccc1C(=O)O | -5 | 4 | -1 | 1 | -9 | -7 | -18 | -2.4 | 5
O=C(NC1CCCC1)C(=O)N(Cc1cccnc1)C(C(=O)NCC1CCCO1)c1ccco1 (stereo not given) | 7 | 2 | 2 | -12 | -9 | 1 | 5 | -0.5 | 5

Two entries from above in a different format:
Compound	S1P4 antag	Ba/F3 V617F tox	NPY Y1 blocker	CHOP inhibitor	NPY-Y1 PAM-ag	NPY2 pot ag	NCF1 inh	S1P4 ag	BaF3 tox
COc1ccc(C(=O)Nc2ccccc2C(=O)N/N=C/c2ccccn2)cc1OC	-7	-1	x	51	2	-9	-5	0.6	0
CCC/C(O)=C1\C(=O)CC(c2ccccc2)CC1=NC(C)C(=O)O (stereo not given)	-4	-1	7	18	-2	-1	1	-0.3	5

Carrying on.
SMILES | S1P4 antag | Ba/F3 V617F tox | NPY Y1 blocker | CHOP inhibitor | NPY-Y1 PAM-ag | NPY2 pot ag | NCF1 inh | S1P4 ag | BaF3 tox
COc1ccc(C2CC(c3cccs3)=NN2S(=O)(=O)c2ccc(C)cc2)cc1 (stereo not given) | -25 | 3 | -1 | x | 8 | -3 | x | 1.2 | 4
O=C(CC(NC(=O)c1ccccc1)c1ccccc1)Nc1ccc(F)c(F)c1 (stereo not given) | -3 | 0 | 7 | 105* | 0 | -16 | -8 | 0.8 | 9
Cn1c(=O)c2c(SCC(=O)N3CCOCC3)nc(CC(C)(C)C)nc2n(C)c1=O | -7 | -1 | 2 | 17 | -6 | 7 | -3 | -2.4 | 8
O=C(NCc1ccco1)c1nc2c(nnn2Cc2cccc(Cl)c2)c(=O)[nH]1 | -2 | -3 | 9 | 11 | -33 | -11 | -18 | 0.5 | -1

Sorted by length of the SMILES (highest first): some entries from above.
SMILES | S1P4 antag | Ba/F3 V617F tox | NPY Y1 blocker | CHOP inhibitor | NPY-Y1 PAM-ag | NPY2 pot ag | NCF1 inh | S1P4 ag | BaF3 tox
COc1ccc(C(=O)N/C(=C\c2ccc([N+](=O)[O-])cc2)C(=O)NC(CCSC)C(=O)O)cc1 (stereo not given) | -12 | 1 | 7 | 1 | 3 | 0 | -7 | 0.2 | 8
COc1ccc(N(CC(=O)N2CCc3ccccc3C2)S(=O)(=O)c2c(C)nn(C)c2C)cc1 | -3 | -1 | 3 | 6 | -3 | 4 | -12 | 1.5 | 0
CCOC(=O)C1CCCCN1C(=O)CCc1c(C)nc2cc(-c3ccccc3)nn2c1C (stereo not given) | -16 | -1 | -1 | 73* | -6 | 0 | -3 | -0.3 | 3
O=[N+]([O-])c1ccc(N2CCN(c3ccc(Cl)nn3)CC2)cc1NC1CC1 | 2 | 4 | 3 | x | -25 | -13 | x | 1.1 | 5
CCC(C)NC(=O)CSc1nc2ccccc2c(=O)n1CCCC(=O)NCC1CCCO1 (stereo not given) | -2 | -2 | -1 | -15 | -21 | -6 | -10 | 1.1 | 7
COCCn1nnnc1C(c1ccc2ncccc2c1)N1CCN(c2ccccc2F)CC1 (stereo not given) | -8 | -2 | 0 | 15 | -3 | 3 | 1 | -0.1 | -2
Cc1nc2ccc(NC(=O)CCS(=O)(=O)c3ccc(Cl)cc3)cc2s1 | 2 | 3 | -1 | 34 | -14 | 13 | -3 | -0.6 | 5
CCC/C(O)=C1\C(=O)CC(c2ccccc2)CC1=NC(C)C(=O)O (stereo not given) | -4 | -1 | 7 | 18 | -2 | -1 | 1 | -0.3 | 5
FC(F)(F)c1nc(N2CCN(c3ccccc3)CC2)nc2c1CCCCC2 | 0 | 0 | -9 | 3 | -1 | 4 | -7 | 0.8 | 6
CCCS(=O)(=O)Nc1cccc(-c2ccc3nnc(C)n3n2)c1 | -16 | 1 | 3 | -16 | 6 | -1 | 4 | -0.3 | 7
CN(C(=O)Cn1nnc(-c2cccnc2)n1)C1CCCCC1 | -4 | -1 | x | 0 | 2 | 2 | -3 | 0.2 | -4
O=C(CCSCc1ccc(Cl)cc1)NCc1cccs1 | 8 | 3 | 7 | 3 | -11 | -3 | -9 | 0.6 | 5
Nc1nc(Nc2cccc(Cl)c2)n[nH]1 | 7 | 0 | x | -2 | 16 | -6 | -9 | 1.6 | -6
COc1ccccc1Oc1ccccc1C(=O)O | -5 | 4 | -1 | 1 | -9 | -7 | -18 | -2.4 | 5
